# TLR9-MyD88 block: inhibitors of TLR9-MyD88 association in cells, primary screen, cell-based, CHO, BLA complementation, fluorescence. Toll-like receptor 9 (Homo sapiens) + Myeloid differentiation primary response protein …. CCF4 FRET ratio. inhibition, % at 4.98 µM. hit rate 0.21% among 340,000. AID 504734, 2011;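 active means inhibition above the mean over all tested compounds plus 3 SD, cut at about 21% in these data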;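 further: 0% = DMSO only wells and 100% = clavulanate BLA inhibitor control wells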
# Cardio protect: cardioprotection against H2O2-induced cell death, primary screen, uHTS, H9c2 cells, ATPLite luminescence | H9c2 cardiomyocytes, H2O2 injury protection, 2 h | protection from H2O2 cell death, % at 20 µM | hit rate 0.63% among 360,000;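 active means compounds giving at least 50% protection of heart cells from peroxide-induced death in the single-dose screen, raw or plate-pattern-corrected value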;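 further: 0% = DMSO wells with peroxide and 100% = DMSO wells without peroxide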
# NOD2-RIPK2 inh: NOD2-RIPK2 binding disruptors in cells, primary screen, fluorescence, CHO cells, BLA complementation; inhibition, % at 4.98 µM; Receptor-interacting serine/threonine-protein kinase 2 (Homo sapiens), O43353; CCF4 ratio; AID 624267, 2012; hit rate 0.38% among 360,000; in the data active means inhibition above about 21%;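 further: 0% = vehicle only and 100% = reference blocker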
# MC4R barr agon: MC4R agonists recruiting beta-arrestin, primary screen, cell-based, luminescence, agonist arm of biased-ligand search; U2OS MC4R beta-arrestin complementation; percent of melanotan II response, DMSO zero; activation, % at 8.9 µM; hit rate 0.98% among 360,000;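 active means activation above a per-plate cutoff, the mean activation of sample wells on that plate plus 3 SD, cut at about 8% in these data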
# ABCB6 inh MLPCN: ABCB6 transporter inhibitors, primary screen, K562-ABCB6 cells, flow cytometry, MLPCN library | K562-ABCB6 porphyrin accumulation, 1 h; hits give low values | fluorescence ratio to DMSO, % at 10 µM | hit rate 0.19% among 360,000 | AID 602162, 2011;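 active means fluorescence ratio to DMSO below 75%, the collection mean minus 3 SD; inconclusive means too few cells collected in the well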;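 further: signal is porphyrin accumulated inside mitochondria; 100% equals median channel fluorescence of DMSO control wells; lower ratio means ABCB6 inhibition with less porphyrin fluorescence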
# ABHD5-PLIN5 inh: ABHD5-PLIN5 interaction inhibitors, primary screen, cell lysate, split luciferase complementation, luminescence; Split G. princeps luciferase complementation, 4 h; hit rate 0.78% among 360,000; inhibition, % at 4 µM; Perilipin-5 (Homo sapiens) + 1-acylglycerol-3-phosphate O-acyltransferase ABHD5 (Homo …;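 active means inhibition above the mean inhibition across every tested compound plus 3 SD, cut at about 22% in these data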;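 further: 0% = DMSO only wells and the 100% control is not disclosed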
# Target sequence (Q00G26 whole entry, looked up): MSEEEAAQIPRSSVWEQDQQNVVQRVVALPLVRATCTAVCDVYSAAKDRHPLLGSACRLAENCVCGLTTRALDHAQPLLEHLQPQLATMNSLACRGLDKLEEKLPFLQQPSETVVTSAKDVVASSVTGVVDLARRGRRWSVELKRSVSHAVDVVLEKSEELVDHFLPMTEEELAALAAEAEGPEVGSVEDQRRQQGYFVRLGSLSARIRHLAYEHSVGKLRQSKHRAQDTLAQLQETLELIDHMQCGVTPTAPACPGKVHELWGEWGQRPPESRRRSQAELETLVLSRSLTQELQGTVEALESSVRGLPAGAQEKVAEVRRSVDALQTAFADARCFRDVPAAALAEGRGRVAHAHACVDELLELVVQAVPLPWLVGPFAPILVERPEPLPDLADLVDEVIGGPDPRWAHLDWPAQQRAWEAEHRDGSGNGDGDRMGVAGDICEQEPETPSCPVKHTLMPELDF
# Target sequence (Q8WTS1 whole entry, looked up): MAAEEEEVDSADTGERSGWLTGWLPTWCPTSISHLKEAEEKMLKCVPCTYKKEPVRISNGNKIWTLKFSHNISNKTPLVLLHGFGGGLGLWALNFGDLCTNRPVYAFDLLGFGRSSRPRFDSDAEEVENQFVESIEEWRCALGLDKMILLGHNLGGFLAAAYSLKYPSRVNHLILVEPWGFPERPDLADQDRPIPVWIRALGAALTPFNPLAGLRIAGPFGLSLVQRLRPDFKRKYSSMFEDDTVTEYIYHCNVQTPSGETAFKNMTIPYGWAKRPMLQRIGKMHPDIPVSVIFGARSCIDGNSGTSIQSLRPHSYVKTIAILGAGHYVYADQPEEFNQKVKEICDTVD
# m5-HT2A agonist: mouse Htr2a agonists via beta-arrestin recruitment, primary screen, cell-based, luminescence; activation, % at 7.6 µM; AID 624169, 2012; hit rate 0.66% among 360,000; 5-hydroxytryptamine receptor 2A (Mus musculus), P35363; CHO-K1 mHTR2A beta-arrestin complementation; percent of 30 µM serotonin response;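 active means activation above a run cutoff, the mean activation of all tested compounds plus 3 SD, cut at about 14% in these data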;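 further: 0% = plate median of compound wells and 100% = 30 µM serotonin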
# N-glyco inh: increase of ERlucT glycosylation luciferase signal, primary screen, N-linked glycosylation inhibitor project, D54 ERlucT cells, luminescence, set 2 | D54 ERlucT glycosylation luciferase reporter, 24 h; percent of 100 nM tunicamycin response | reporter increase, % at 12.5 µM | hit rate 0.23% among 360,000;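 active means mean luciferase reporter signal, scaled so untreated is 0 and the glycosylation-blocking control 100, at or above a set limit in every replicate; inconclusive means mean reaches the limit but not every replicate does; inactive means mean below the limit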;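 further: luciferase carries N-glycosylation sites so blocking glycosylation raises the light; 0% = median of neutral control wells and 100% = median of 100 nM tunicamycin wells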
# MC4R antag cAMP: MC4R antagonists of cAMP signaling, primary screen, cell-based, TR-FRET, antagonist arm of biased-ligand search; Melanocortin receptor 4 (Homo sapiens), P32245; MC4R-expressing cells, MTII-stimulated cAMP, LANCE TR-FRET; inhibition, % at 6.5 µM; hit rate 0.48% among 360,000; AID 540295, 2011;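 active means inhibition above its plate's cutoff, the mean of tested wells on that plate plus 3 SD, cut at about 29% in these data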;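 further: 0% = Melanotan II alone and 100% = Melanotan II plus saturating MCL0020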
#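 Assay system: U2OS-MC4R stable cell line; Also added: Melanotan II; Technique: Eu-cAMP/anti-cAMP TR-FRET, emission 671 nm; Times: 30-min compound, 1-h challenge, 1-h detection, room temperature.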
# NCOA2 inhibitor: inhibition of GAL4-SRC2 driven luciferase reporter, primary screen, SRC2 inhibitor project, cell-based, luminescence | Nuclear receptor coactivator 2 (Homo sapiens), Q15596 | HEK293 GAL4-SRC2 luciferase reporter | inhibition, % at 9 µM | hit rate 0.17% among 370,000 | AID 651957, 2012;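 active means inhibition above the mean inhibition of all tested compounds plus 3 SD, set per campaign, cut at about 52% in these data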;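 further: 0% = DMSO treated cells and 100% = cells given Gossypol at 36 µM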
# Active calls of the source: *; ? = inconclusive; . = no result given. A portion of the library. The share of hits here may be higher or lower than overall.
no.	smiles	TLR9-MyD88 block	Cardio protect	NOD2-RIPK2 inh	MC4R barr agon	ABCB6 inh MLPCN
1	O=C(COC(=O)COc1cccc(C(F)(F)F)c1)Nc1ccc(N2CCOCC2)cc1	7	1	3	-0.9	101
2	O=C(NCc1ccccc1)C(c1ccncc1)N(C(=O)c1csnn1)c1ccccc1F (stereo not given)	-12	8	-1	0.7	110
3	COCCCNCCCCOc1ccccc1-c1ccccc1	-7	6	-9	-2.5	99
4	Cn1c(CCN2CCCCC2)nc2cc(NC(=O)Nc3ccccc3)ccc21	-1	12	-11	-0.7	92
5	CC(C)CC(=O)Nc1ccc(C(=O)COC(=O)Cc2n[nH]c(=O)c3ccccc23)cc1	-10	72*	13	-1.6	99
6	O=C(Nc1cccnc1)c1ccc(Br)s1	4	-7	-14	0.1	95
7	COc1cc2ncnc(NCc3ccccc3Cl)c2cc1OC	-12	-1	-5	-4.8	98
8	CCn1nnc2cc(C(=O)Nc3cc(Cl)ccc3C)ccc21	6	6	-2	-1.2	95
9	Cc1ccc(OCc2csc(N)n2)cc1	0	-7	0	-2.3	83
10	CC(C)C(NC(=O)c1ccc(C(C)(C)C)cc1)C(=O)N1CCCC1 (stereo not given)	-1	0	-8	0.9	100
11	Cn1c(=O)c2c(nc(SCC(=O)NCc3ccc4c(c3)OCO4)n2Cc2ccccc2)n(C)c1=O	-4	3	-2	-2.7	90
12	O=C(O)C1CCC(CNS(=O)(=O)c2ccc(Cl)cc2)CC1 (stereo not given)	4	5	-8	-1.2	97

no.	ABHD5-PLIN5 inh	m5-HT2A agonist	N-glyco inh	MC4R antag cAMP	NCOA2 inhibitor
1	5	3	1	1	4
2	-2	4	-1	23	2
3	10	-6	1	-3	1
4	8	-1	-5	-1	-23
5	-8	-2	1	7	-21
6	2	3	-2	8	12
7	-3	-9	-2	1	6
8	-1	-3	-2	9	7
9	-5	0	0	-4	-23
10	-6	-9	2	0	-9
11	1	4	-1	2	-44
12	5	4	3	15	-6

# Remaining list, next part:
no.	smiles	TLR9-MyD88 block	Cardio protect	NOD2-RIPK2 inh	MC4R barr agon	ABCB6 inh MLPCN
13	Cc1cc(C(=O)CSc2nnc(-c3cccnc3)n2-c2ccccc2)c(C)n1CC1CCCO1 (stereo not given)	-7	-3	-1	-0.2	95
14	Cc1ccc(N2C(=O)N(CC(=O)Nc3c(C)cc(C)cc3Cl)C(=O)C2C)cc1 (stereo not given)	0	0	2	-1.1	100
15	CCOC(=O)c1sc(NC(=O)CSc2nc3c(c(=O)n2-c2ccc(C)cc2)SCC3)c(C(=O)OCC)c1C	-15	-7	3	-0.2	97
16	O=C(C1=C(O)C(=O)N(CCN2CCOCC2)C1c1cccc(F)c1)c1cc2ccccc2o1 (stereo not given)	0	3	-12	-1.6	104
17	CCC(CC)N1CCN(CC2CC=CCC2)CC1 (stereo not given)	-5	9	-9	0.1	106
18	CC(=O)Cn1c(N2CCC(Cc3ccccc3)CC2)nc2c1c(=O)[nH]c(=O)n2C	3	-5	-12	0.1	97
19	C=CCNC(=O)c1onc(CSc2ccc(F)c(F)c2)c1C(=O)NCC=C	-3	-4	-2	1.9	101
20	CC[C@@H]1C/C=C\Cc2ccccc2[C@H](C(=O)C[C@H](O)CC(C)=O)OC1=O	0	-6	-8	-2.1	98
21	CSc1ccc(S(=O)(=O)NCCCn2ccnc2)cc1	-6	2	4	-1.4	98
22	CCN(C(=O)COC(=O)CCS(=O)(=O)c1ccccc1)c1c(N)n(Cc2ccccc2)c(=O)[nH]c1=O	-3	7	-1	-0.8	95
23	CC(NC(=O)c1ccc(Cl)c(S(=O)(=O)N2CCCCCC2)c1)c1cccnc1 (stereo not given)	1	2	-2	-1.1	99
24	Cn1c(SCc2ccc(C#N)cc2)nnc1-c1ccccc1	-10	5	-2	-3.3	107

no.	ABHD5-PLIN5 inh	m5-HT2A agonist	N-glyco inh	MC4R antag cAMP	NCOA2 inhibitor
13	-1	0	-1	-1	-20
14	1	6	3	1	-1
15	-2	6	3	-3	5
16	0	1	1	10	-2
17	-5	-2	3	-2	-5
18	6	2	3	-1	-5
19	-12	-1	-1	3	19
20	2	-4	-1	3	-15
21	3	0	-1	3	-10
22	3	-2	1	0	-7
23	-2	5	-1	-4	18
24	-1	-1	7	2	4

# Shown as tab-separated lines: entries from further up.
cpd	smiles	TLR9-MyD88 block	Cardio protect	NOD2-RIPK2 inh	MC4R barr agon	ABCB6 inh MLPCN	ABHD5-PLIN5 inh	m5-HT2A agonist	N-glyco inh	MC4R antag cAMP	NCOA2 inhibitor
21	CSc1ccc(S(=O)(=O)NCCCn2ccnc2)cc1	-6	2	4	-1.4	98	3	0	-1	3	-10
20	CC[C@@H]1C/C=C\Cc2ccccc2[C@H](C(=O)C[C@H](O)CC(C)=O)OC1=O	0	-6	-8	-2.1	98	2	-4	-1	3	-15

# More compounds follow:
no.	smiles	TLR9-MyD88 block	Cardio protect	NOD2-RIPK2 inh	MC4R barr agon	ABCB6 inh MLPCN
25	O=C(N/N=C/c1c[nH]c2ccccc12)c1ccn(Cc2ccc(Cl)cc2)n1	0	-4	4	1.1	94
26	COc1ccccc1CNC(=O)C(=O)NCCC1CCCCN1S(=O)(=O)c1cccs1 (stereo not given)	4	-2	7	1.6	113
27	Cn1c(SCC(=O)N2CCCc3ccccc32)nc2ccccc2c1=O	-1	-20	1	-0.5	95
28	CC(C)C[C@@H](CC#N)N1CCN(CCc2ccccc2)CCC1=O	3	3	-2	-1.3	98
29	CN(C)c1ccc(NC(=O)CN2CCC(O)(c3ccccc3)CC2)cc1	10	6	15	-1.8	92
30	O=C(N/N=C/c1ccncc1)c1ccccn1	-12	-5	-5	-0.4	97
31	CCCNC(=O)c1cn(CC)c2cc(N3CCN(C)CC3)c(F)cc2c1=O	-13	5	1	1.0	101
32	Cc1ccc(NC(=O)CSCC(=O)N(C)Cc2ccc(Cl)c(Cl)c2)cc1	4	-7	-1	1.6	95
33	Cc1ccc(-c2cc(C(=O)Nc3ccncc3)c3ccccc3n2)cc1	-1	-10	4	8.9*	96
34	Cc1cc(C(c2cc(C)c(N)c(C)c2)c2ccco2)cc(C)c1N	-7	-9	-1	-1.6	94
35	Cn1ccnc1Sc1cc(NCCCO)c([N+](=O)[O-])c2nonc12	13	3	27*	-4.4	97
36	O=C(Nc1ccccc1N1CCCC1)c1ccc(Cl)cc1Cl	-3	-9	10	-0.4	101

no.	ABHD5-PLIN5 inh	m5-HT2A agonist	N-glyco inh	MC4R antag cAMP	NCOA2 inhibitor
25	0	-5	-3	-8	-1
26	11	1	0	4	6
27	4	0	-4	19	4
28	2	4	-1	-4	-31
29	-6	-4	2	3	14
30	-6	2	-1	2	-56
31	0	6	0	12	-17
32	-4	-4	0	-7	13
33	2	0	?	6	-33
34	8	3	2	9	6
35	26*	-6	12	-28	19
36	-7	-6	0	3	-22

# (listing goes on)
no.	smiles	TLR9-MyD88 block	Cardio protect	NOD2-RIPK2 inh	MC4R barr agon	ABCB6 inh MLPCN
37	CCOC(=O)c1sc(N)nc1C(C)(C)C	-9	6	-5	-0.7	95
38	O=C(Nc1nc(-c2ccccn2)cs1)c1cc(S(=O)(=O)N2CCOCC2)ccc1F	8	59*	3	-2.0	103
39	CC1=C(C(=O)N2CCOCC2)C(c2ccccc2F)C2=C(CC(C)(C)CC2=O)N1 (stereo not given)	-1	2	-6	-1.0	97
40	COc1ccc(OC)c(NC(=O)Cn2cnc3c(cnn3-c3ccccc3)c2=O)c1	3	-2	-8	0.5	103
41	COC(=O)c1ccc(OC(=O)CS(=O)c2ccccc2[N+](=O)[O-])cc1 (stereo not given)	-13	-6	-4	-2.4	102
42	N/C(CCN1CCCCC1)=N/O	-3	6	4	2.1	104
43	COc1ccc(CNC(=O)C2CCN(S(=O)(=O)c3ccc4c(c3)NC(=O)CO4)CC2)cc1	13	-4	10	-2.2	97
44	Cc1[nH]c2ccccc2c1C(=O)CN1CCC(C(N)=O)(N2CCCCC2)CC1	-2	14	1	-1.2	89
45	COC(=O)c1ccccc1NC(=O)C1CCN(C(=O)Cc2ccccc2)CC1	-1	0	-8	-1.1	101
46	Nc1c(C(=O)NCc2ccco2)nnn1Cc1ccccc1	3	-2	0	-1.7	103
47	CCc1cccc(C)c1NC(=O)COC(=O)CC1CCCC1	-2	0	2	4.7	102
48	CN(C)CC#CCC(O)(c1ccccc1)C1CCCCC1 (stereo not given)	1	1	-10	0.4	101

no.	ABHD5-PLIN5 inh	m5-HT2A agonist	N-glyco inh	MC4R antag cAMP	NCOA2 inhibitor
37	-2	1	5	14	-20
38	-7	-44	-6	-21	20
39	-3	1	5	0	-20
40	-3	4	0	3	7
41	-2	0	-2	25	-12
42	0	1	-1	4	5
43	-3	3	-1	12	5
44	1	1	-1	8	-27
45	-2	4	3	0	-6
46	6	-2	1	5	1
47	-2	3	0	9	10
48	1	-7	-3	-1	3

# Entries listed so far shown as hits in NOD2-RIPK2 inh.
item	smiles	TLR9-MyD88 block	NOD2-RIPK2 inh	MC4R barr agon	ABCB6 inh MLPCN	ABHD5-PLIN5 inh	m5-HT2A agonist	N-glyco inh	MC4R antag cAMP	NCOA2 inhibitor
35	Cn1ccnc1Sc1cc(NCCCO)c([N+](=O)[O-])c2nonc12	13	27*	-4.4	97	26*	-6	12	-28	19

# Next results follow.
no.	smiles	TLR9-MyD88 block	Cardio protect	NOD2-RIPK2 inh	MC4R barr agon	ABCB6 inh MLPCN
49	CCCCC[C@@H]1CCCCC[C@@H](O)C[C@@H](O)[C@H](O)/C=C/C(=O)O1	.	.	-13	.	123
50	CC1CCN(c2nc3ccc(C(=O)NCCCN4CCCCC4C)cc3s2)CC1 (stereo not given)	0	7	1	-0.7	104
51	C/C(=N\NC(=S)NC(C)C)c1ccccc1	-1	-3	9	0.3	93
52	CC(C)C[C@H]1CN=C(Nc2ccccc2)N1CCCCc1ccccc1	-4	1	2	1.2	99
53	Cc1nc(-c2ccc(S(=O)(=O)N3CCN(C4c5ccccc5-c5ccccc54)CC3)s2)cs1	0	5	1	0.3	98

no.	ABHD5-PLIN5 inh	m5-HT2A agonist	N-glyco inh	MC4R antag cAMP	NCOA2 inhibitor
49	-1	0	.	.	17
50	7	9	0	6	-65
51	4	-6	1	-3	-13
52	4	-8	-4	4	1
53	0	8	-2	2	25
